# High-throughput results as filed in PubChem BioAssay.
# CFTR F508del cor = correctors of CFTR F508del function in bronchial epithelial cells | activity (quench increase), % at 7.58 µM | CFBE cells, YFP halide quenching; stimulated with forskolin plus potentiator P3; % fluorescence drop versus neutral controls | 0.36% of 350,000 active;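 active means mean added fluorescence quench of at least 8% versus neutral control, with both replicates also reaching 8%; inconclusive means only one of the mean or replicate conditions met; inactive means mean below 8% and not both replicates reaching 8%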;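 further: cells transiently co-express mutant CFTR-F508del with the halide-sensitive YFP; corrector assay measuring rescue of mutant channel to the surface after 24 h compound exposure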
# DENV2 CPE = inhibitors of DENV2 cytopathic effect; 1.7% of 350,000 active; AID 651640; CPE inhibition, % at 9.99 µM; DENV2-infected cells, cytopathic effect rescue, plate reader; in the data active means CPE inhibition above about 20%, passing the limit was not always enough; inconclusive means no clear call, values can overlap the other calls; tested in BHK-21 cells;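 further: 0% = median of neutral control wells and 100% = median of positive control wells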
# RAD52 inh = inhibitors of human RAD52 DNA annealing; 0.46% of 360,000 active; recombinant RAD52 DNA annealing, FRET fluorescence; inhibition, % at 18.7 µM; P43351;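 active means every replicate showing at least 50% inhibition; inconclusive means mean inhibition at least 50% but not in every replicate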
# Target sequence (P43351 whole entry, looked up): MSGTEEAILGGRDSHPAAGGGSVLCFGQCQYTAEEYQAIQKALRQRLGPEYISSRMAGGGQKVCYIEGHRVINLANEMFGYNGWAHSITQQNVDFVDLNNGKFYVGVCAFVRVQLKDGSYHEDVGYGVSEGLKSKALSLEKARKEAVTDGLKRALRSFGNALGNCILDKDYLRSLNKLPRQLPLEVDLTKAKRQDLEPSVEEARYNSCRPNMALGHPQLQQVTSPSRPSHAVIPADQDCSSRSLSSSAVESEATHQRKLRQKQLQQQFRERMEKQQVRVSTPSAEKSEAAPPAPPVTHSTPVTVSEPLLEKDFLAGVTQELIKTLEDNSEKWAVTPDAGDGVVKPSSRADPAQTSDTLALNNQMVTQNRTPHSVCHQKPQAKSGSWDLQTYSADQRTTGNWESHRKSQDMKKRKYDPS
# GSIS activator = primary screen for activators of insulin secretion dependent on glucose, INS-1E cells, GLuc reporter luminescence. INS-1E GLuc reporter insulin secretion, 2-3 h. activation, % at 16.6 µM. 0.61% of 370,000 active;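 active means lowest replicate activation of at least 40%, so every replicate reaches that level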;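 further: 0% = median of neutral control wells and 100% = median of IBMX positive control wells; some compounds called inactive have numbers as strong as hits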
# RAD54 inh = inhibitors of human RAD54 branch migration; RAD54 Holliday junction branch migration, FAM/BHQ fluorescence; inhibition, % at 10.4 µM; 0.14% of 360,000 active; AID 602329;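 active means mean normalized replicate activity at least 40 and at least half of replicates scoring 40 or more; inconclusive means only one of the two criteria met; inactive means mean below 40 and under half of replicates reaching 40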;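 further: 0% = median of neutral control wells and 100% = median of positive control wells; inhibitors cause a drop in the FAM fluorescence signal; in these data hits start at about 50%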
# Casp6 inh = blocks human caspase-6 cleavage activity | purified caspase-6, Z-VEID-R110 cleavage fluorescence | P55212 | inhibition, % at 12.5 µM | 0.53% of 350,000 active;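 active means mean inhibition across replicates at least about 35%, with every replicate also reaching that limit, limit read from the data; inconclusive means only one of the two criteria met; inactive means neither criterion met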;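 further: 0% = median of neutral control wells and 100% = no fluorescence left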
# Target sequence (P55212 24-179 limits assumed): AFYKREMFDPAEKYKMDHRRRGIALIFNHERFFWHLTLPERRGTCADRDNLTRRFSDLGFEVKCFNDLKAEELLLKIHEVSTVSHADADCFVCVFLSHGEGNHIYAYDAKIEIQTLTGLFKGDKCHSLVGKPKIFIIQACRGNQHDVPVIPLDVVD
# Target sequence (P55212 194-293 limits assumed): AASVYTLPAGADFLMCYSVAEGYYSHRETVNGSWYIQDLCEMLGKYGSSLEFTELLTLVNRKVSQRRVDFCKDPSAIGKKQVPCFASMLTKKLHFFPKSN
# E-sel inducer = E-selectin induction on HUVECs; P16581; HUVEC E-selectin immunofluorescence imaging; normalized: neutral wells 0, TNF-alpha wells 100; 0.37% of 260,000 active; activation, % at 7.58 µM;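 active means mean E-selectin-positive cell signal at least 10% of the positive control, reached in at least 60% of replicates, without over 20% cell loss; inconclusive means no rule given, readout overlaps actives, possibly toxicity-flagged; inactive means the rest, including those meeting only one limit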;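 further: in these data hits start at about 27%; measured in HUVEC primary endothelial cells; signal is the percent of cells scored E-selectin positive by PE staining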
#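 assay system = HUVEC, human umbilical vein endothelial cells | input = 3,000 HUVEC seeded per well | medium = EGM-2 growth medium on 0.1% gelatin-coated wells | dosing = one compound dose added by pin transfer | signal = immunofluorescence imaging | read-out basis = % PE-positive cells | control set = TNF-alpha, DMSO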
# Xi reactivation = X-chromosome reactivation activator | XiGFP mouse fibroblasts, % GFP-positive cells imaging, 3 d; cells co-treated with 5-aza-dC sensitizer; scaled so ellipticine positive control = 100% | activation, % at 7.58 µM | 0.055% of 360,000 active;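 active means mean normalized replicate activation at least 10% and every replicate at or above 10%; inconclusive means only one of the two criteria met; inactive means mean below 10% and not all replicates reach 10%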;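 further: 0% = median of on-plate neutral control wells and 100% = ellipticine 6 µM median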
#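 Material: SV40-immortalized XiGFP fibroblast cells, line 68-5-11 | Buffer or medium: DMEM containing 5-aza-dC | Dosing: One concentration, pinned | Times: 3 d treatment, 15 min room-temperature fixation | Controls: Ellipticine 6 µM positive control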
# Numbers without * were called inactive; ? = inconclusive; / = not tested or not shown; & = joins results of further samples.
SMILES,CFTR F508del cor,DENV2 CPE,RAD52 inh,GSIS activator,RAD54 inh,Casp6 inh,E-sel inducer,Xi reactivation
COC(=O)C1=C(C)N(CCc2ccc(OC)c(OC)c2)C(=O)/C1=C\c1ccc(O)cc1,/,-3,-7,19,/,0,-2.1,0.0
NC(=O)c1ccc(OCC(=O)N2CCNC2=O)cc1,1.2,0,-11,1,-1,0,-0.2,-0.1
C[C@@H]1CN([C@@H](C)CO)C(=O)Cc2cc(NS(=O)(=O)c3ccccc3)ccc2O[C@H]1CN(C)Cc1ccc(Oc2ccccc2)cc1,-4.8,-26,40,-8,7,1,-0.1,0.2
O=C1CCc2cc(S(=O)(=O)NCc3ccccc3)cc3c2N1CC3,2.0,-8,-4,2,-15,4,-0.1,0.0
C[C@H](CO)N1C[C@H](C)[C@H](CN(C)C(=O)[C@H]2CCCN2C)OCc2ccccc2-c2c(n(C)c3ccccc23)C1=O,1.5,-3,-8,6,4,-1,-3.3,0.8
NNC(=O)/C(=C\c1ccco1)NC(=O)c1ccco1,/,2,-15,/,-7,28,/,0.0
Cc1ccc(S(=O)(=O)N(C)C)cc1NC(=O)COC(=O)C1=COCCO1,0.2,16,-13,-5,6,-5,-0.3,0.1
CC(C)[C@H](NC(=O)c1ccccc1)C(=O)N1CCC[C@H]1C(=O)NCCc1ccccc1Cl,-4.0,4,-11,/,/,2,0.0,0.0
CC(=O)Nc1ccc(S(=O)(=O)NCC(=O)OCC(=O)NCc2ccco2)cc1,4.3,-1,-6,22,-12,3,-0.1,0.0
Cc1ccc(C(=O)COc2nc(C)nc3ccccc23)cc1,0.9,-9,-11,6,/,-4,/,0.1
CCC(=O)N/N=C(\C)CC(=O)Nc1ccc2c(c1)OCCO2,1.0,0,2,-7,/,-2,1.2,0.1
C[C@@H]1CN([C@H](C)CO)S(=O)(=O)c2ccc(C3=CCCC3)cc2O[C@H]1CN(C)C(=O)C1CCOCC1,0.6,4,7,0,-6,-2,3.9,-1.3
Cc1cccc(NC(=O)CCc2nc3sc4c(c3c(=O)[nH]2)CCCC4)c1,-6.3,3,-23,0,/,3,/,0.0
C/C=C/c1ccc(C2[C@H]3CNC[C@@H]2N3S(=O)(=O)c2ccc(C)cc2)cc1 (stereo not given in full),-2.9&-0.3,-1&4,-18&37,-8&3,/,0&-1,-0.1&0.1,0.0&0.0
CO[C@H]1CN(C)C(=O)c2ccc(NC(=O)C3CC3)cc2OC[C@H](C)N(C(=O)c2ccccc2)C[C@@H]1C,1.5,18,1,-7,-7,7,-0.2,-0.3
C=CCn1cc(C(=O)N2CCN(C)CC2)c(=O)c2cc(S(=O)(=O)N(CC)CC)ccc21,0.4,-5,-4,3,-17,-4,-0.1,0.0
Brc1ccc2nc(-c3cccs3)c(NCC3CCCO3)n2c1 (stereo not given),-0.8,13,-15,24,/,3,/,0.3
O=C(NC(=S)Nc1cccc2cccnc12)c1cccs1,-3.3,/,-13,-3,/,-4,0.0,0.4
O=C(N=Nc1c(O)[nH]c2ccccc12)c1ccc(CN2CCOCC2)cc1,0.9,9,-30,12,3,1,/,0.5
CC(=O)N1CCCc2cc(S(=O)(=O)N3CCCC3)ccc21,2.6,-4,-11,1,-1,1,0.0,0.3
CCCCCCN1C[C@H](O)[C@@H](n2cc(COC(=O)c3ccccc3)nn2)C[C@@H]1c1ccc(C)cc1,3.6,?,-38,-27,0,-1,-0.2,0.0
COc1ccc(CNC(=O)c2cc3c(=O)[nH]c4ccccc4c3n2C)cc1,-2.4,0,-9,-40,-4,3,1.2,0.0
CC(C)Oc1ccc(C(=O)N2CCC(CCC(=O)NC3CC3)CC2)cc1,0.1,-7,-1,-3,6,-2,0.0,-0.1
COc1ccc(NC(=O)Nc2ccc3c(c2)C(=O)N([C@H](C)CO)C[C@H](C)[C@H](CN(C)CC2CCCCC2)OCCCC[C@@H](C)O3)cc1,1.4,6,-4,-7,-2,1,-0.3,0.1
COc1ccc([C@H]2[C@H]3C=CC[C@@H](C)[C@@H]3C(=O)N2Cc2ccccc2)cc1Cl,-3.1,-3,-6,-2,-2,-1,-0.3,0.0
Cc1nc(C(F)(F)F)ccc1C(=O)Nc1ccc2ccccc2n1,-4.1,4,-14,-2,6,-2,-0.1,0.1
O=C(C[C@@H]1CC[C@H](NC(=O)CN2CCOCC2)[C@@H](CO)O1)NC1CCC1,-1.2,-13,-10,2,3,2,-0.3,0.2
CC(C)(C)OC(=O)C[C@H]1C/C=C\C[C@H](CC(=O)N(CCO)Cc2ccccc2)C(=O)N2CCC[C@H]2COC1=O,-0.8,-9,-3,-22,7,-2,0.4,0.2
Cc1nc(CN(C)C(=O)c2cc(COc3c(F)cccc3F)on2)cs1,2.2,-2,-8,19,7,2,1.0,-0.2
COc1ccccc1NS(=O)(=O)c1cccc(C(=O)NNC(=O)c2ccc(O)c(Cl)c2)c1,3.5,-1,-14,-7,/,0,0.4,-0.1
COc1ccc(C#Cc2ccc([C@@H]3[C@H](CO)N4C(=O)CN(C(=O)c5ccccc5)C[C@@H]34)cc2)cc1,2.8,-5,10,-17,/,4,0.0,0.1
COC(=O)c1cc(NC(=O)c2c(F)c(F)c(F)c(F)c2F)cc(C(=O)OC)c1,/,-3,-11,-20,/,-1,-1.4,0.1
Cc1ccc(NC(=O)CCNC(=O)Nc2ccccc2)cc1S(=O)(=O)N(C)C,0.7,10,-11,-14,-3,-3,-1.2,0.0
CCCN1[C@H](C(=O)N[C@@H](C)c2ccccc2)[C@@H](CO)[C@@H]2Cn3c(ccc(-c4ccccc4)c3=O)[C@@H]21,1.0,-5,0,-15,0,1,0.0,0.9
COC(=O)c1ccc(NC(=S)N(Cc2cccnc2)Cc2ccco2)cc1,-1.4,-3,-39,-3,-3,-3,3.2,0.1
Cc1ccc(S(=O)(=O)N2CCN(c3nc(-c4cccs4)nc4ccccc34)CC2)cc1,0.5,-16,-6,/,-7,0,/,-0.1

# Structural class: those above containing a furan ring, fused or not.
SMILES,CFTR F508del cor,DENV2 CPE,RAD52 inh,GSIS activator,RAD54 inh,Casp6 inh,E-sel inducer,Xi reactivation
NNC(=O)/C(=C\c1ccco1)NC(=O)c1ccco1,/,2,-15,/,-7,28,/,0.0
CC(=O)Nc1ccc(S(=O)(=O)NCC(=O)OCC(=O)NCc2ccco2)cc1,4.3,-1,-6,22,-12,3,-0.1,0.0
COC(=O)c1ccc(NC(=S)N(Cc2cccnc2)Cc2ccco2)cc1,-1.4,-3,-39,-3,-3,-3,3.2,0.1

# Going on with the list:
SMILES,CFTR F508del cor,DENV2 CPE,RAD52 inh,GSIS activator,RAD54 inh,Casp6 inh,E-sel inducer,Xi reactivation
Cc1cc(N2CCOCC2)nc(C(C)C)n1,-2.1,-1,-23,2,-2,2,2.1,0.0
Cc1cc(Nc2ccc(N3CCC(C)CC3)cc2)n2ncnc2n1,-0.8,-3,-8,6,-4,3,/,/
O=C(O)C1CCCCC1C(=O)NCc1cn2ccccc2n1 (stereo not given),1.1,4,-12,9,2,1,0.1,0.1
CC(C(=O)O)(C1CCCCC1)C1(O)CCCCC1 (stereo not given),1.3,-2,-80,5,9,-1,-0.1,-0.1
CC1CCCN(C(=O)c2ccc(S(=O)(=O)Nc3ccccc3Cl)cc2)C1 (stereo not given),-1.4,83*,-16,-8,7,0,1.3,0.0
CN(C)C(=O)C[C@@H]1CC[C@@H]2[C@@H](COc3ccc(NS(=O)(=O)c4cccc(F)c4)cc3C(=O)N2C)O1,-0.5,-7,5,0,-8,-3,0.0,0.1
COc1cccc(CN(C(=O)c2ccco2)C2CCS(=O)(=O)C2)c1 (stereo not given),-0.5,?,-14,20,2,-2,/,0.0
COc1ccc(NC(=O)CN2C(=O)NC3(CCCC3)C2=O)cc1S(=O)(=O)N1CCCCC1,-2.9,?,-4,-6,-2,0,/,-0.1
CN(C)/C=N/C(=S)Nc1ccccc1,0.6,1,-6,-18,1,-1,/,0.2
CCCC(=O)Nc1ccc2c(c1)C(=O)N(C)C[C@@H](OC)[C@@H](C)CN(C(=O)C1CCCC1)[C@H](C)CO2,3.0,-8,-4,20,-5,-5,0.8,0.0
O=C(c1ccc(CS(=O)c2ccccc2Cl)o1)N1CCN(c2ccccn2)CC1 (stereo not given),1.5,2,7,-7,2,-1,0.3,0.0
O=C(O)CN1CCN(C(c2ccccc2)c2ccccc2)CC1,-1.9,-2,-11,-3,-12,3,/,0.1
O=C(COc1ccc(Cl)cc1)NNC(=O)C(=O)NC1CCCCC1,0.9,0,-7,13,-6,-2,-0.1,0.2
Fc1ccccc1-c1cc2ncccc2cn1,-2.8,0,-3,7,0,0,-0.1,0.1
CCc1ccccc1NC(=O)C1c2ccccc2Oc2ccccc21,1.7,0,-3,1,/,-3,/,0.0
CSCCC(NS(=O)(=O)Cc1ccccc1)C(=O)NNc1ccccc1 (stereo not given),-2.3,-4,-6,4,/,0,0.2,0.2
COc1ccccc1CNC(=O)C(=O)NCCC1CCCCN1S(=O)(=O)c1ccccc1 (stereo not given),-0.3,?,-13,0,-4,-5,0.0,0.1
O=C(/C=C/c1cccc([N+](=O)[O-])c1)NC(=S)Nc1ccc(CN2CCOCC2)cc1,/,-10,-7,-4,8,-3,/,-0.1
CCC(=O)Nc1ccc2c(c1)C(=O)N(C)C[C@H](OC)[C@@H](C)CN(C(=O)C1CC1)[C@@H](C)CO2,-1.5,-2,-1,2,-7,1,2.4,-0.3
Cc1ccc(-n2nnnc2SCC(=O)Nc2cccnc2Cl)cc1,/,/,/,-2,-22,/,-0.1,0.1
CC(=O)N1CCN(c2ncnc3ccccc23)CC1,0.3,11,-1,3,-2,-1,0.2,0.4
COc1ccc(C(=O)Nc2cnn(Cc3c(F)cccc3Cl)c2)cc1OC,-0.1,-1,2,14,1,-2,2.6,0.1
Cc1ccc(S(=O)(=O)NC(=O)COc2cc(C)ccc2C(C)C)cc1,-0.6,6,-13,-4,-4,-3,/,0.2
CN1c2ccc(-c3cccc(C#N)c3)cc2[C@H]2[C@H](CCN2C(=O)NC2CCCCC2)[C@H]1CO,1.4,-2,/,-23,-12,/,0.3,0.0
Cc1ccc(CNC(=O)C2CCC(=O)N(Cc3cccc(C(F)(F)F)c3)C2)o1 (stereo not given),0.5,-7,-8,-12,-6,1,/,0.0
O=C(C1CCCC1)N1CC(=O)N2[C@@H](CO)[C@@H](c3ccc(C#CC4CCCC4)cc3)[C@@H]2C1,1.0,2,4,-13,/,-1,-0.1,0.0
C[C@@H](O)C#Cc1cnc2c(c1)C(=O)N([C@@H](C)CO)C[C@H](C)[C@H](CN(C)Cc1cccc(F)c1)O2,0.0,-4,7,8,2,0,-0.2,0.0
Cc1ccc(S(=O)(=O)N[C@@H](Cc2ccccc2)C(=O)N2CCC(C(=O)N[C@@H](CC(C)C)C(=O)O)CC2)cc1,3.1,-3,-10,-15,-10,-1,0.1,0.0
C[C@H](CO)N1C[C@H](C)[C@@H](CN(C)C(=O)C2CCOCC2)Oc2ncc(C3=CCCCC3)cc2C1=O,1.0,45*,-13,-4,-2,-2,-0.1,0.1
CCOC(=O)c1[nH]c2ccccc2c1NC(=O)c1ccc2c(c1)OCO2,-2.8,40*,-1,/,2,3,0.1,0.1
